MsrA inhibitor: bovine MsrA enzyme inhibitors, primary screen, biochemical, absorbance, HTS; inhibition, % at 15.5 µM; purified bovine MsrA, absorbance read-out; 360,000 tested, 0.75% active; in the data active = inhibition above about 4.5%;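 note: 0% = vehicle wells with enzyme and 100% = reference inhibitor wells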
MT1-MMP act inh: blockers of MT1-MMP proenzyme processing, primary screen, HT1080 RFP-PRO-GFP cells, GFP/RFP fluorescence. GFP/RFP ratio fluorescence, overnight; percent of plate control window, DMSO zero. GFP/RFP ratio change, % at 20 µM. Matrix metalloproteinase-14 (Homo sapiens), P50281. 360,000 tested, 0.061% active;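 active = GFP/RFP ratio change of at least 30% with cell ATP level not reduced by more than half and red fluorescence within 50% of control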; note: strong numbers were not always called active
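Compound: 20 µM single dose, 1% DMSO / System: HT1080 RFP-PRO-GFP cells / Controls: DMSO and RFP-L50D-GFP cell wells / Read-out basis: GFP/RFP fluorescence ratio / Schedule: overnight compound exposure at 37 °C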
NRP1-CendR mod: modulators of CendR peptide binding to NRP-1, primary screen, biochemical, fluorescence polarization, uHTS; 360,000 tested, 0.85% active; AID 602438, 2012; inhibition, % at 25 µM; FAM-RPARPAR peptide binding to NRP-1;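 active = inhibition or corrected inhibition above about 18%, plus a signal ratio from 0.5 to 1.5, limit read from the data, passing the limit was not always enough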; note: strong numbers were not always called active
FAS TE block: FAS thioesterase domain inhibitors, primary screen, biochemical, fluorescence intensity, uHTS; Fatty acid synthase (Homo sapiens), P49327; recombinant FAS-TE, OMFH fluorogenic substrate, fluorescence endpoint; inhibition, % at 15 µM; 360,000 tested, 0.67% active;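 active = compounds whose normalised, plate-corrected inhibition of enzyme fluorescence in the single-dose primary screen is 50% or more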;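 note: 0% = DMSO with enzyme and 100% = substrate without enzyme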
PABP1 MLLE inh: inhibitors of PABP1 MLLE–PAM2 peptide binding, primary screen, biochemical, fluorescence polarization, FITC-PAM2, GST-MLLE; Polyadenylate-binding protein 1 (Homo sapiens), P11940; inhibition, % at 20 µM; 360,000 tested, 0.36% active; in the data active = inhibition above about 35%, passing the limit was not always enough;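 note: plate controls were DMSO wells with GST-MLLE for no effect and wells lacking GST-MLLE protein for full effect; some results filed as inactive read as strong as hits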
TbMetRS inhib: T. brucei MetRS inhibitors, primary screen, biochemical, luminescence; methionyl-tRNA synthetase (Trypanosoma brucei brucei); purified T. brucei MetRS, ATP depletion, Kinase-Glo luminescence; inhibition, % at 11.9 µM; 360,000 tested, 0.4% active; AID 624268, 2012;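 active = inhibition above a per-plate cutoff of the control wells' mean inhibition plus 3 SD, cut at about 5.5% in these data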;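 note: 0% = DMSO wells median and 100% = median of wells with control inhibitor compound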
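assay system = parasite MetRS enzyme | timing = 15 min preincubation, 2 h reaction, all 25 °C | evaluation = percent inhibition relative to median high and low control wells | medium = HEPES buffer containing pyrophosphatase, BSA, spermine, DTT | compound = single dose, 11.9 µM final nominal, 0.9% final DMSO | detection = Kinase-Glo luminescence, ATP depletion format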
E coli Lon inh: inhibitors of E. coli Lon protease, primary screen, biochemical, fluorescence polarization. P0A9M0. purified E. coli Lon protease. inhibition, % at 7.94 µM. 360,000 tested, 0.42% active. AID 602123, 2011; in the data active = inhibition above about 13%, passing the limit was not always enough;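 note: 0% = enzyme with probe and DMSO and 100% = no enzyme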
Target sequence (P0A9M0 whole entry, looked up): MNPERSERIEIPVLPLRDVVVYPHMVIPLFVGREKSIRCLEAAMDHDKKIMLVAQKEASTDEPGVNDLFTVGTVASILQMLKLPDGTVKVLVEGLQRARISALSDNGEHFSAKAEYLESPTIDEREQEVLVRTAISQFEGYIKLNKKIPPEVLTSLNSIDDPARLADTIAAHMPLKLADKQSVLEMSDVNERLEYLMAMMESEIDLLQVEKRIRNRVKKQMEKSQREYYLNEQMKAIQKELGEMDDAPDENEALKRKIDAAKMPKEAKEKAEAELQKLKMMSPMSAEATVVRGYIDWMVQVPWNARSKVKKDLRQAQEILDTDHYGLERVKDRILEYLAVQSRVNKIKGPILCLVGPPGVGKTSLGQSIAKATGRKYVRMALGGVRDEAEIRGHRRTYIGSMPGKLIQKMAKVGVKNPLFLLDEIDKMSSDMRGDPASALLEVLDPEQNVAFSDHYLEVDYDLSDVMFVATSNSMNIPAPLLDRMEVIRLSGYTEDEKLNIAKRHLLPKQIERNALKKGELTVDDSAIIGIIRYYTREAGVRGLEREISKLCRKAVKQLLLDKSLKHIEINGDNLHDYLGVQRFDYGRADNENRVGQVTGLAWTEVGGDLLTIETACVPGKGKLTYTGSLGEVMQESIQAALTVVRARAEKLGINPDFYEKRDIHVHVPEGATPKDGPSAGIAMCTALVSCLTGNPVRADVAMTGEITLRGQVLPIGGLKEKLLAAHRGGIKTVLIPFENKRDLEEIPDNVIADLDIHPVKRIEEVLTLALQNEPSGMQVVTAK
SKN-1 inh: suppressors of acrylamide-induced Pgst-4::GFP reporter in worms, primary screen, SKN-1 inhibitor project, whole organism, uHTS, GFP/RFP fluorescence ratio, strain VP596. inhibition, % at 21.8 µM. 360,000 tested, 0.49% active. C. elegans VP596 Pgst-4::GFP/RFP ratio, 24 h;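 active = interference check ratio from 0.5 to 1.5 plus GFP to RFP signal ratio inhibition reaching or exceeding a fixed threshold, cut at about 30% in these data, passing the limit was not always enough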; note: some compounds called inactive have numbers as strong as hits
bovine MsrA act: bovine MsrA enzyme activators, primary screen, biochemical, absorbance, HTS | AID 602163, 2012 | purified bovine MsrA, absorbance read-out | Methionine sulfoxide reductase A (Bos taurus) | activation, % at 10.6 µM | 360,000 tested, 0.3% active; in the data active = activation above about 7.5%;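 note: 0% = vehicle and 100% = reference activator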
* = called active by the depositor; nt = not tested or not shown. Only part of the results is shown. The share of hits here may be higher or lower than overall.

SMILES | MsrA inhibitor | MT1-MMP act inh | NRP1-CendR mod | FAS TE block | PABP1 MLLE inh | TbMetRS inhib | E coli Lon inh | SKN-1 inh | bovine MsrA act
Cc1ccc(C(=O)NC(O)C(Cl)(Cl)Cl)cc1 (configuration not stated) | 0.8 | 1 | -6 | -12 | -2 | -0.7 | 10 | -7 | -10
CCC(C)n1c(O)c(C=Nc2cccc(C(F)(F)F)c2)c(=O)[nH]c1=S (configuration not stated) | 2.2 | 27 | -3 | 17 | 5 | -0.1 | -26 | 2 | -3
COC(=O)C1=C(c2ccc(S(C)(=O)=O)cc2)C[C@@H]2CC[C@H]1N2C(=O)NCCO | 0.0 | -7 | 4 | -12 | 23 | -0.4 | 5 | -5 | -3
O=[N+]([O-])c1ccc(C(=Nc2ccccc2)N2CC2)cc1 | 0.2 | 6 | 0 | 11 | 3 | -0.1 | -7 | -6 | -1
Cc1c(NC(=O)C(C)OC(=O)Cc2ccccc2)c(=O)n(-c2ccccc2)n1C (configuration not stated) | 0.6 | 1 | -13 | -5 | 7 | -0.5 | -1 | 5 | -4
CN=C1CN(O)C(c2ccccc2)=c2cc(Cl)ccc2=N1 | 1.0 | 1 | 1 | -4 | -5 | -1.0 | 0 | 4 | -5
O=[N+]([O-])c1ccc(Cl)cc1 | 0.4 | -3 | -2 | -4 | 12 | -0.3 | 19 | 2 | -4
CCOC(=O)C1(c2ccccc2)CCN(CC(=O)c2ccc(NC(C)=O)cc2)CC1 | 1.1 | -1 | -2 | -29 | -1 | -0.1 | -21 | -4 | -6
COCCCn1c(N)c(C(=O)Nc2sc3c(c2C(=O)OC)CCCC3)c2nc3ccccc3nc21 | 1.1 | -68 | -61 | -9 | -43 | -0.3 | -188 | 4 | -3
COCCOC(=O)C1=C(C)OC(N)=C(C(=O)OC)C12C(=O)Nc1ccccc12 (configuration not stated) | 0.8 | 9 | 4 | -7 | -22 | 0.2 | 3 | -33 | -2
O=C(N/N=C/c1c(O)n(C2CC2)c(=S)[nH]c1=O)c1ccccc1 | 4.1 | 7 | -10 | 4 | 14 | -0.3 | -3 | 10 | -4
O=C1NCN(c2ccccc2)C12CCN(C(c1cccc3ccccc13)c1nnnn1C1CCCC1)CC2 (configuration not stated) | 1.1 | 3 | 2 | 77* | -1 | -1.0 | 10 | -1 | -9
CC1=NN=C(c2ccc(N)cc2)c2cc3c(cc2C1)OCO3 | 2.5 | -15 | -8 | -2 | 16 | -0.2 | 2 | -7 | 0
COc1cc2c(cc1OC)[C@@H]1C(=O)c3ccc4c(c3O[C@@H]1CO2)C[C@H](C(C)C)O4 | 0.1 | -3 | -3 | 17 | 3 | 1.7 | -9 | 0 | 0
CCNCCNc1ccc([N+](=O)[O-])c2cccnc12 | 0.2 | 2 | 6 | 2 | 0 | -0.1 | 5 | 6 | -2
CCCC(CCC)C(=O)OC[N+](C)(C)CCOC(=O)C(O)(c1ccccc1)C1CCCC1 (configuration not stated) | -2.1 | -5 | 2 | -3 | -15 | -0.4 | -6 | 0 | 1
O=C(O)C1C2CC3CC(C2)CC1(n1ncc(N2CCC4(CC2)OCCO4)c(Cl)c1=O)C3 (configuration not stated) | 1.5 | -2 | -2 | -3 | -6 | -0.5 | -6 | 14 | -3
CN1CCN(Cc2ccc(N)cc2)CC1 | 2.2 | 0 | 5 | -6 | -13 | -0.9 | -4 | -15 | -4
CCCCn1c(O)c(C(C)=NCc2ccc3c(c2)OCO3)c(=O)[nH]c1=O | -0.3 | 7 | -2 | 11 | 4 | -0.8 | -2 | -2 | -2
COc1ccc(C(c2nnnn2-c2c(C)cccc2C)N2CCC(n3c(=O)[nH]c4ccccc43)CC2)cc1 (configuration not stated) | 1.4 | -6 | -1 | 62* | -4 | -0.4 | -2 | 4 | -7

Part of the list above, with tabs:
Compound	MsrA inhibitor	MT1-MMP act inh	NRP1-CendR mod	FAS TE block	PABP1 MLLE inh	TbMetRS inhib	E coli Lon inh	SKN-1 inh	bovine MsrA act
COc1ccc(C(c2nnnn2-c2c(C)cccc2C)N2CCC(n3c(=O)[nH]c4ccccc43)CC2)cc1 (configuration not stated)	1.4	-6	-1	62*	-4	-0.4	-2	4	-7
COCCOC(=O)C1=C(C)OC(N)=C(C(=O)OC)C12C(=O)Nc1ccccc12 (configuration not stated)	0.8	9	4	-7	-22	0.2	3	-33	-2
COCCCn1c(N)c(C(=O)Nc2sc3c(c2C(=O)OC)CCCC3)c2nc3ccccc3nc21	1.1	-68	-61	-9	-43	-0.3	-188	4	-3
CCCC(CCC)C(=O)OC[N+](C)(C)CCOC(=O)C(O)(c1ccccc1)C1CCCC1 (configuration not stated)	-2.1	-5	2	-3	-15	-0.4	-6	0	1

Next section
SMILES | MsrA inhibitor | MT1-MMP act inh | NRP1-CendR mod | FAS TE block | PABP1 MLLE inh | TbMetRS inhib | E coli Lon inh | SKN-1 inh | bovine MsrA act
COC(=O)C1=C(c2ccc(Cl)c(C(F)(F)F)c2)C[C@@H]2CC[C@H]1N2C(=O)NCCO | 0.3 | 4 | -9 | -4 | -22 | -0.4 | -1 | 5 | 2
O=c1cccc2n1CC1CC2CN(S(=O)(=O)c2ccc(F)cc2)C1 (configuration not stated) | 0.2 | 2 | 1 | -4 | -5 | -0.2 | -5 | -3 | -3
CNC(C)Cc1ccccc1 (configuration not stated) | -0.7 | 1 | 2 | -5 | -10 | -2.1 | -8 | -11 | -5
Cc1ccc(S(=O)(=O)N(C)N=O)cc1 | -0.4 | -4 | 1 | -1 | 22 | -0.4 | 3 | 6 | -2
COC(=O)c1cn(C(=O)c2cccc3ccccc23)c2ccccc12 | 0.0 | -5 | -4 | 36 | 8 | -0.9 | 4 | 0 | -4
CN(C)C(=O)Oc1ccc(OC(=O)c2ccccc2)cc1 | -0.6 | -3 | 7 | -5 | -2 | -1.1 | 11 | 10 | -3
O=C(NN=Cc1ccc(N(CCCl)CCCl)cc1)c1cccc([N+](=O)[O-])c1 | 1.0 | 9 | 8 | -4 | -1 | -0.2 | -11 | 4 | -4
O=C(COc1ccc(Cl)cc1)NC1CN2CCC1CC2 (configuration not stated) | 0.9 | 0 | -4 | -6 | 3 | -0.2 | -1 | 5 | 1
CCn1ccnc1CN1CCCC(C(=O)c2cc(Cl)ccc2OC)C1 (configuration not stated) | 1.6 | -12 | 11 | -1 | -26 | -0.2 | 4 | 6 | -3
CN(C)CC1CSCCC1(O)c1cccc(Cl)c1 (configuration not stated) | -1.2 | 2 | 14 | -3 | 12 | -0.3 | 1 | 13 | -1
CCOC(=O)c1ccc(N2C(=O)CC(N3CC=C(c4ccc(F)cc4)CC3)C2=O)cc1 (configuration not stated) | 0.2 | -15 | -42 | -2 | -12 | -0.5 | -17 | 28 | -5
N/C(=N\N=C/c1ccc(-c2ccc(O)c(C(=O)O)c2)o1)N[N+](=O)[O-] | 5.2* | 2 | -32 | 9 | 8 | 0.4 | 4 | -9 | -4
COc1nc2ccccc2c(=O)n1-c1ccc(Cl)cc1 | 0.2 | 6 | 5 | -5 | 4 | 0.1 | 4 | 10 | -4
CCC(N)Cc1c[nH]c2ccccc12 (configuration not stated) | 0.5 | -11 | -5 | -1 | 4 | -0.2 | 1 | 27 | 3
O=Cc1cn(Cc2ccc(F)cc2)c2ccccc12 | 0.0 | -5 | -5 | 4 | -9 | 1.4 | 8 | 6 | -1
COc1ccc(C(CNC(=O)Cc2ccc(Cl)c(Cl)c2)N(C)C)cc1 (configuration not stated) | -0.2 | -1 | 0 | 10 | -10 | 0.2 | -2 | -4 | -1
CC(=O)O[C@H]1C[C@@H]2CC[C@@H]3[C@H](CC[C@]4(C)C(=O)CC[C@@H]34)[C@@]2(C)C[C@@H]1OC(C)=O | nt | 0 | -7 | 16 | 8 | 0.9 | 0 | 6 | -1
Cc1cc(OC(=O)CCNC(=O)OC(C)(C)C)c2c3c(c(=O)oc2c1)CCC3 | 0.6 | -1 | 2 | 22 | 5 | 0.4 | -4 | 8 | 2
O=S(=O)(c1ccc(F)cc1)N1CCCC1c1cccnc1 (configuration not stated) | -0.7 | 0 | -12 | -6 | 5 | 0.1 | -5 | 7 | -3
CN(C)c1ccc(C=C2C(=O)NC(=O)NC2=O)cc1 | 3.7 | 0 | -7 | -6 | 11 | 0.0 | -7 | 13 | -2
Cc1c(C(=O)Nc2ccccc2)cc(-c2ccccc2)n1CCCN1CCOCC1 | -0.6 | 2 | 5 | 2 | 4 | 1.0 | 6 | 8 | -1
Cc1sc2ncn(CC(=O)NCCCC(=O)N3CCC4(CC3)OCCO4)c(=O)c2c1C | -0.2 | 0 | -5 | -1 | 6 | 0.1 | 3 | 15 | -1
CCOC(=O)c1cccc(NC(=O)c2c(O)[nH]c(=O)[nH]c2=O)c1 | -0.1 | 4 | 2 | -9 | -6 | -0.4 | -5 | 2 | 1
COC(=O)C1=C(c2ccc(F)cc2OCc2ccccc2)C[C@@H]2CC[C@H]1N2C(=O)NCc1ccc2c(c1)OCO2 | -0.9 | -4 | -3 | 25 | 2 | -0.2 | -6 | -14 | -4
CCC1(CC)C(=O)N(C)C(=O)NC1=NC | 0.5 | 2 | 2 | -5 | -1 | 0.0 | 3 | 8 | -2
NP(=O)(OCCCc1ccccc1)Oc1ccc(Cl)cc1 (configuration not stated) | 0.3 | 3 | 1 | 6 | 2 | 0.4 | -12 | -33 | -2
O=C(/C=C/c1ccc(Br)cc1)NC(=S)N1C[C@H]2C[C@H](C1)c1cccc(=O)n1C2 | 2.2 | 2 | 5 | -1 | -10 | 0.6 | 9 | -6 | -7
O=C(COC(=O)Cc1ccccc1)NC12CC3CC(CC(C3)C1)C2 | 1.6 | -6 | 4 | -1 | 2 | -0.9 | 3 | -26 | -6
Cn1c(=O)n(C)c2cc([N+](=O)[O-])c(N3CCNCC3)cc21 | 2.3 | 0 | -6 | -5 | 5 | -0.2 | 3 | -9 | 1
COP(=O)(OC)C(NC(C)=O)C(Cl)(Cl)Cl (configuration not stated) | 0.6 | 0 | -4 | -8 | 1 | -1.3 | -1 | 1 | -9
O=C1NCN(c2ccccc2)C12CCN(C(c1ccccc1OC(F)(F)F)c1nnnn1-c1ccc3c(c1)OCCO3)CC2 (configuration not stated) | 1.9 | -1 | 8 | 82* | -3 | -0.2 | -7 | 20 | -3
COC(=O)C1=C(c2cccc(OCc3ccccc3)c2)C[C@@H]2CC[C@H]1N2C(=O)NCc1cc(C)oc1C(F)(F)F | -0.4 | -9 | -16 | 13 | 13 | -0.2 | 26* | 7 | 0
O=c1[nH]c(=O)n(Cc2ccc(F)cc2)c(O)c1/C=N/Nc1ccccc1 | -0.8 | 0 | 0 | 2 | 21 | -0.8 | -14 | 5 | -3
Cc1ccc2c(c1)C1CN(C)CCC1N2C(=S)Nc1cccnc1 (configuration not stated) | 0.1 | 0 | 6 | -4 | 3 | -0.3 | 6 | -4 | -6
Cc1ccc(N=C(N(C)C)P(=O)(N(C)C)N(C)C)cc1 | -0.1 | -5 | 6 | -2 | 6 | -0.1 | -4 | -6 | -2

Source: PubChem (several laboratories)
